KOR beta-arrestin-1 = KOR agonists, beta-arrestin recruitment, primary screen, cell-based, luminescence, uHTS (AID 1777); KOR beta-arrestin recruitment, luminescence; higher % means a stronger effect; activation, % at 10 µM, or EC50 in µM where a hit was titrated; hit rate 0.02% among 280,000; in the data active means activation above about 50%, passing the limit was not always enough; further: a part of the inactive calls stands beside numbers as strong as those of hits
NTR1 ag = NTR1-driven beta-arrestin-GFP spot formation – imaging, U2OS cells, high content, primary screen (AID 493036) | hit rate 0.17% among 330,000 | P30989 | activation, % at 20 µM | agonist mode;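 active means activation at or above 40% of the spot to cytoplasm intensity ratio, with at least 20 cells analyzed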;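 further: 0% = DMSO without peptide and 100% = 100 nM NTR1 peptide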
Target sequence (P30989 whole entry, looked up): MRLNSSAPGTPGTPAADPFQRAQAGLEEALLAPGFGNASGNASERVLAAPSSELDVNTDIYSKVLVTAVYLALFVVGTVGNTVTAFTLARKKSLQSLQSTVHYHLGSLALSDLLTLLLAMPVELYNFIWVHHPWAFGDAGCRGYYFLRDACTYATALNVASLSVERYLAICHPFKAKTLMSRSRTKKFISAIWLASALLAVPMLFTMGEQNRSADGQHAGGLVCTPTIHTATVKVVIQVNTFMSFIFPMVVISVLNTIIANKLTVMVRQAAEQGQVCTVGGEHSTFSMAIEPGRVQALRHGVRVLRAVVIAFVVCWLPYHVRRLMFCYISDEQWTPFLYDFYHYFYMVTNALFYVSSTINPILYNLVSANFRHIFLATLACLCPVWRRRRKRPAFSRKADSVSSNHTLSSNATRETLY
MgcRacGAP inhibition = MgcRacGAP GTPase-activating activity inhibitors, confirmation, biochemical, ADP Hunter fluorescence; inhibition, % at 30 µM; hits with a dose series show IC50 in µM; hit rate 0.6% among 340,000; MgcRacGAP-stimulated Rac1 GTP hydrolysis, ADP Hunter fluorescence; higher % means a stronger effect; GST-tagged Rac1 F28L mutant substrate; AID 624330;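 active means first-screen hits whose inhibition reached a set limit at any dose in the follow-up dose series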;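 further: fluorescence reports GDP produced by GAP-driven GTP hydrolysis; strong numbers were not always called active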
KOR beta-arrestin-2 = kappa opioid receptor blockers – cell-based, luminescence, uHTS (AID 1778). hit rate 0.091% among 290,000. one-dose inhibition, % at 10 µM; IC50 in µM for titrated hits. KOR beta-arrestin recruitment, luminescence, antagonist mode; higher % means a stronger effect; in the data active means inhibition above about 50%; further: strong numbers were not always called active
GPR55 antagonists = inhibition of LPI-stimulated GPR55 beta-arrestin translocation – imaging, U2OS, beta-arrestin-GFP, LPI agonist, primary screen (AID 2013). U2OS GPR55 beta-arrestin-GFP translocation imaging, LPI antagonism; higher % means a stronger effect. inhibition, % at 10 µM; hits with a dose series show IC50 in µM. hit rate 0.13% among 290,000;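 active means spots per cell inhibited over 60%, with over 100 cells counted and total cytoplasm intensity under 500,000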;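 further: U2OS cells stably carrying GPR55 and arrestin-GFP stimulated by 5 µM LPI near EC80; imaged beta-arrestin-GFP aggregate spots per cell after agonist stimulation; plate controls were LPI-stimulated DMSO wells for no effect and DMSO wells without LPI for full effect; some results filed as inactive read as strong as hits; confirmed hits need IC50 under 10 µM and bright autofluorescent wells are also inconclusive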
NOD1 NF-kB reporter = inhibition of NOD1-driven NF-kB reporter – cell-based, luminescence, uHTS, primary screen (AID 1578). hit rate 1% among 290,000. NOD1-driven NF-kB luciferase reporter cells, luminescence; higher % means a stronger effect. one-dose inhibition, % at 4 µM; EC50 in µM for titrated hits; in the data active means inhibition mostly above about 36%, no sharp cut-off; inactive means mostly below about 34%;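 further: HEK-293T reporter cells stimulated with the NOD1 agonist gamma-tri-DAP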
GPR55 beta-arrestin = selective activators of receptor GPR55 – imaging, U2OS cells, beta-arrestin-GFP redistribution, primary screen (AID 1961); hit rate 0.048% among 290,000; U2OS GPR55 beta-arrestin-GFP redistribution imaging; higher % means a stronger effect; activation, % at 10 µM; hits with a dose series show EC50 in µM;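 active means activation above 40% with more than 50 cells counted in the well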;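 further: U2OS osteosarcoma cells stably expressing GPR55 and beta-arrestin-GFP; plate controls were DMSO negative control for no effect and LPI positive control for full effect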
K1F lysis inhibition = protection from phage-mediated lysis, alamar blue read-out – E. coli UTI89, K1F phage, bacterial capsule biogenesis inhibitors (AID 488966). E. coli UTI89 K1F phage lysis, alamar blue, 2 h; higher % means a stronger effect. inhibition, % at 100 µM; hits with a dose series show IC50 in µM. hit rate 0.02% among 340,000;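 active means phage lysis inhibition, versus mean bacterial control, above a set limit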;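 further: capsule biogenesis inhibitors block K1F phage lysis so surviving cells raise fluorescence; higher fluorescence means more inhibition of phage lysis; actives were called in the ten point dose series up to 300 µM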
GPR35 arrestin U2OS = GPR35 antagonists blocking zaprinast-driven arrestin recruitment, primary screen, imaging, U2OS, beta-arrestin-GFP, zaprinast agonist (AID 2058). U2OS GPR35 beta-arrestin-GFP translocation imaging, zaprinast antagonism; higher % means a stronger effect. inhibition, % at 10 µM, or IC50 in µM where a hit was titrated. hit rate 0.052% among 290,000;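 active means inhibition of at least 50% with at least 30 cells and total cytoplasm GFP at most 10,000,000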
NTR1 ag cell count 20 µM = also measured in NTR1 ag; calls as there; cell count; measured here: cell count, cytotoxicity flag
Starred values were filed as active, the others as inactive; · = no result given; [ ] = another dose, or the depositor's remark. These rows are one share of the data; rates above refer to the full screens.

smiles	KOR beta-arrestin-1	NTR1 ag	NTR1 ag cell count 20 µM	MgcRacGAP inhibition	KOR beta-arrestin-2	GPR55 antagonists	NOD1 NF-kB reporter	GPR55 beta-arrestin	K1F lysis inhibition	GPR35 arrestin U2OS
CCn1c(O)c(C=NCc2cccs2)c(=O)[nH]c1=O	-6.0%	-2.4	64	6%	22%	0%	-22%	-0.2%	0.1%	-19%
CCOC(=O)C(O)(c1ccc(NC(=O)NC)cc1)C(F)(F)F (centres undefined)	-0.1%	0.7	62	·	28%	4%	2%	0.3%	·	-4%
Cn1c(O)c(Cc2cccc(Cl)c2Cl)c(=O)n(C)c1=O	1.3%	0.6	79	11%	-4%	9%	-9%	-0.2%	-0.2%	0%
OCCNCCc1c[nH]c2ccc(OCc3ccccc3)cc12	1.6%	-1.0	40	4%	5%	3%	-8%	0.0%	-0.4%[50 µM]	17%
Cc1oc(-c2ccc(F)cc2F)nc1CN1C[C@@H]2C[C@@H](C1)c1cccc(=O)n1C2	-7.5%	-1.1	75	2%	5%	-15%	23%	0.4%	0.1%	7%
Cc1cc(OCC(=O)N[C@H](C(=O)O)c2ccccc2)c2c3c(c(=O)oc2c1)CCC3	-3.9%	1.1	94	0%	-13%[20 µM]	12%	-35%	-0.1%	-0.2%	-7%
Cc1ccc(C(=O)N[C@@H](C)CN2C3=NC[C@H](Cc4ccccc4)N3C[C@H]2Cc2ccc(O)cc2)cc1Br	-2.3%	52*	57*	·	45%	67%	-4%	0.5%	·	-22%
N#CC1=C(N)Oc2c(c(=O)sc3ccccc23)C1c1cccnc1 (centres undefined)	-0.6%	-0.6	61	10%	-4%	5%	-26%	0.8%	0.3%	-14%
CCOC(=O)C1(CCCc2ccccc2)CCN(C2CCC2)CC1	·	-1.3	41	6%	4%[20 µM]	21%	1%	0.0%	3.3%	9%
CCCc1nc2ccccc2c(=O)n1-c1ccccc1OC	8.1%	-0.8	53	10%	24%	-2%	-8%	-0.3%	1.5%	-14%
COC(=O)C1=CO[C@@H](C)[C@@H]2CN3CC[C@]4(C(=O)Nc5ccccc54)[C@@H]3C[C@H]12	0.9%	-0.4	93	5%	-27%	-4%	-15%	-0.2%	2.2%	1%
COc1ccc(-n2c(O)c(C(C)=NCCN3CCNCC3)c(=O)[nH]c2=O)cc1	-0.9%	-1.6	82	6%	1%	8%	-6%	0.0%	0.8%	-3%
C/C(=N\N1CCCCCC1)c1c(O)n(-c2ccccc2)c(=O)[nH]c1=O	3.9%	0.3	62	11%	34%	2%	3%	-0.4%	0.8%	1%
CCCCCSc1cc(OC)c(CCN)cc1OC	0.8%	0.9	54	-9%	-29%	30%	0%	-0.2%	0.9%	-14%
O=C(CSC1c2ccccc2-c2ccccc21)N/N=C/c1ccccc1	-6.2%	12	68	-3%	5%	-3%	15%	-0.1%	-0.1%	5%
COC(=O)C(Cc1ccc(N(CCCl)CCCl)cc1)N=Cc1ccccc1O (centres undefined)	-4.5%	1.0	54	2%	13%	4%	-35%	0.6%	0.5%	8%
Cc1ccc(C2NC(=S)NC(c3ccc(C)cc3)C23C(=O)NC(=O)NC3=O)cc1 (centres undefined)	0.2%	1.5	90	11%	-30%	21%	10%	-0.1%	0.9%	-12%
O=C1N(CN2CCOCC2)c2ccccc2C1(O)c1c[nH]c2ccccc12 (centres undefined)	-1.8%	0.8	77	2%	24%	18%	4%	-0.1%	0.1%	18%
O=C(c1ccccc1[N+](=O)[O-])N1CCC2(CC1)OCCO2	-4.6%	0.5	46	4%	-8%[20 µM]	11%	6%	-0.2%	-0.1%	4%
COc1ccc(C(=O)Oc2cccc3cccnc23)cc1S(=O)(=O)N1CCOCC1	·	0.4	52	6%	-10%[20 µM]	8%	-12%	-0.1%	0.3%	-6%
Cc1c2cnn(CC(=O)N3CCC4(CC3)OCCO4)c(=O)c2c(C)n1Cc1ccccc1Cl	1.1%	1.0	60	9%	15%	19%	-17%	0.7%	0.1%	-15%
Cc1ccccc1N1C(=O)CC(=O)N(c2ccccc2C)C1=O	-3.1%	0.7	41	-2%	-23%	11%	-18%	-0.1%	-2.4%	-3%
NC(=O)c1ccc(N=Cc2c(O)n(Cc3ccco3)c(=O)[nH]c2=O)cc1	2.3%	0.2	49	20%	1%	6%	-5%	1.5%	-0.3%[50 µM]	-2%
COc1ccc(C(=O)C2CN(C)CC2C(=O)c2ccc(OC)cc2)cc1 (centres undefined)	-2.2%	-0.1	41	8%	33%	-7%	-23%	0.0%	0.5%	16%
N#CC1=C(N)Oc2c(c(=O)oc3ccccc23)C1c1cccnc1 (centres undefined)	3.6%	1.3	88	4%	-50%	0%	6%	0.4%	-0.1%	-7%
O=C(NCc1cc(Br)cc(Br)c1OC(=O)c1ccccc1[N+](=O)[O-])c1ccccc1	-4.4%	3.8	73	4%	0%	0%	6.4µM*	0.3%	6.4%	-27%
Nc1ccc(C(=O)N/N=C2/CN3CCC2CC3)cc1	-2.9%	-0.2	42	2%	3%	0%	-18%	-0.1%	-0.2%	9%
C=CCn1c(O)c(C(C)=NCCc2ccccc2)c(=O)[nH]c1=O	1.9%	0.0	91	6%	-12%	0%	-8%	0.2%	1.4%	-4%
CCn1c(O)c(/C=N/N2CCOCC2)c(=O)n(CC)c1=S	-2.0%	-0.9	91	2%	4%	2%	7%	-0.3%	0.0%	5%
CCCC[N+]12CCC(CC1)C(Cc1ccccc1)C2 (centres undefined)	5.4%	0.7	46	·	18%	3%	-13%	0.2%	·	3%
O=c1c2ccccc2nc(-c2ccc(Cl)cc2Cl)n1-c1ccncc1	3.3%	1.8	88	4%	-3%	-5%	10%	0.0%	1.0%	-2%
OC(CNCCc1c[nH]c2ccccc12)c1ccccc1 (centres undefined)	1.5%	0.8	42	5%	-51%	10%	-18%	-0.2%	0.3%	-2%
Cc1c2cnn(CC(=O)N3CCC4(CC3)OCCO4)c(=O)c2c(C)n1Cc1cccc(Cl)c1	0.9%	0.4	57	10%	-30%	5%	-26%	-0.1%	0.3%	-6%
CCn1c(C)c(C(=O)Nc2ccc(OC)cc2)c2cc(OC)ccc21	1.7%	0.7	85	7%	-16%	3%	-26%	-0.1%	0.1%	-8%
O=c1c2ccccc2nc(/C=C/c2ccc(O)cc2)n1-c1ccccc1O	0.1%	1.2	62	63µM*	7%	-3%	-4%	0.2%	0.0%	22%
CC(=NCC1CCCO1)c1c(O)n(-c2ccccc2C)c(=O)[nH]c1=O (centres undefined)	-4.4%	0.7	55	1%	22%	-16%	-4%	0.0%	-0.4%	-4%
CCOc1cc2c(cc1OCC)-n1cccc1C(c1cc(C)c(OC)cc1C)NC2 (centres undefined)	-3.2%	3.7	46	1%	5%	11%	-9%	0.0%	1.2%[50 µM]	2%
O=c1[nH]c(=S)n(C2CC2)c(O)c1C=NCCN1CCOCC1	-0.7%	-0.1	67	1%	18%	4%	-11%	0.3%	3.2%	13%
CCN(CC)C(=O)Oc1ccc(NC(=O)N2CCOCC2)cc1	-0.7%	1.0	66	14%	-22%[20 µM]	12%	-21%	-0.1%	-0.2%	-10%
COc1ccc2[nH]cc(CCN(C)C)c2c1	1.3%	0.8	72	7%	-23%	-6%	-33%	0.3%	0.2%	0%
CC(C(=O)Nc1ccc(Br)cc1C(=O)c1ccccc1)N1CCCCC1 (centres undefined)	2.7%	7.1	69	6%	-14%	10%	20%	-0.1%	0.6%	-4%
COc1ccc(C(CC(=O)N2CCC3(CC2)OCCO3)NS(=O)(=O)c2ccc(OC)cc2)cc1 (centres undefined)	-1.9%	1.9	52	6%	-14%	9%	·	0.3%	-1.6%[50 µM]	-9%
Cc1ccc[n+](CC(O)Cn2c3ccccc3c3ccccc32)c1 (centres undefined)	4.6%	0.2	50	-2%	-12%	1%	30%	-0.2%	1.5%	-1%
Cc1cc(C=C2C(=O)NC(=S)NC2=O)c(C)n1-c1ccc2c(c1)OCO2	3.9%	7.1	59	14%	-14%	10%	104%*	0.6%	5.2%	0%
CC1(C)CN2C(c3ccc(Cl)cc3)N2C1 (centres undefined)	0.9%	0.4	58	-1%	-36%	14%	-12%	-0.1%	2.6%	18%
c1ccc(-c2[nH]c[n+](CC3CO3)c2-c2ccccc2)cc1 (centres undefined)	-0.3%	1.0	73	·	-8%	12%	1%	0.7%	·	17%

Entries of single compounds as entered above. Order of screens: KOR beta-arrestin-1	NTR1 ag	NTR1 ag cell count 20 µM	MgcRacGAP inhibition	KOR beta-arrestin-2	GPR55 antagonists	NOD1 NF-kB reporter	GPR55 beta-arrestin	K1F lysis inhibition	GPR35 arrestin U2OS
Cc1cc(OCC(=O)N[C@H](C(=O)O)c2ccccc2)c2c3c(c(=O)oc2c1)CCC3 as listed: -3.9%	1.1	94	0%	-13%[20 µM]	12%	-35%	-0.1%	-0.2%	-7%
Cc1cc(C=C2C(=O)NC(=S)NC2=O)c(C)n1-c1ccc2c(c1)OCO2 as listed: 3.9%	7.1	59	14%	-14%	10%	104%*	0.6%	5.2%	0%
CCN(CC)C(=O)Oc1ccc(NC(=O)N2CCOCC2)cc1 as listed: -0.7%	1.0	66	14%	-22%[20 µM]	12%	-21%	-0.1%	-0.2%	-10%
N#CC1=C(N)Oc2c(c(=O)sc3ccccc23)C1c1cccnc1 (centres undefined) as listed: -0.6%	-0.6	61	10%	-4%	5%	-26%	0.8%	0.3%	-14%

Assay outcomes as filed in PubChem.
